Jurkat NFkB inh – inhibitors of the PMA/ionomycin-induced NF-kB reporter in Jurkat cells. AID 435003. hit rate 0.53% among 330,000. PMA/ionomycin-induced NF-kB luciferase reporter, luminescence. inhibition, % at 4 µM; in the data active = inhibition above about 50%
CHOP UPR activ – activators of apoptotic arm of unfolded protein response (CHOP); CHO-CHOP luciferase reporter, UPR activation, luminescence; percent of tunicamycin response over DMSO baseline; activation, % at 10 µM; hit rate 0.34% among 330,000; AID 449763;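 active = at 10 µM dose, activation of 40% or more, normalized to positive control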;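 also: 100% = tunicamycin at 10 µg/mL and 0% = DMSO alone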
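Dosing – one dose, 10 µM in 0.5% DMSO · System – CHO-CHOP cells, stable luciferase reporter of PERK-eIF2a-CHOP signalling · Input – 500 cells/well · Control set – tunicamycin 10 µg/mL final as positive, DMSO-only wells as negative · Timing – 6 h compound treatment, 37 °C · Measure – % activation vs tunicamycin · Technique – luminescence read with Steady-Glo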
CCR6 antag – blocks CCL20-driven beta-arrestin recruitment at human CCR6 | P51684 | CHO-K1 CCR6 PathHunter beta-arrestin, luminescence, CCL20-stimulated | inhibition, % at 20 µM | hit rate 0.49% among 340,000 | AID 493098;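 active = compounds whose inhibition of the agonist-driven luminescence signal at 20 µM reaches about 50%, limit read from the data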;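 also: cells stimulated with CCL20 at 14 nM final; plate controls were DMSO with CCL20 for no effect and DMSO without agonist for full effect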
Gli-Sufu block – blocks Gli-Sufu signaling in a luciferase reporter; inhibition, % at 5 µM; hit rate 0.74% among 340,000; Sufu-KO-LIGHT fibroblasts, Gli luciferase reporter luminescence;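 active = inhibition above about 55%, limit read from the data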;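 also: 0% = DMSO-treated cells and 100% = wells with medium but no cells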
EBI2 antag – EBI2 (human) antagonism; P32249; EBI2 beta-arrestin recruitment, luminescence, 7a,25-OHC stimulated; inhibition, % at 5 µM; hit rate 0.81% among 360,000; AID 651636; in the data active = inhibition above about 38%;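 also: enzyme fragment complementation signal reports receptor beta-arrestin coupling in cells; 0% = agonist plus DMSO wells and 100% = wells without agonist; some results beyond the cut were filed as inactive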
UPR XBP1 act – activators of adaptive arm of unfolded protein response (XBP1); CHO-XBP1 luciferase reporter, IRE1-XBP1 UPR activation, luminescence; percent of tunicamycin response, DMSO as zero; hit rate 0.33% among 330,000; activation, % at 20 µM;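 active = versus positive control, 20 µM dose yields 30% or more activation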;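 also: 100% = tunicamycin at 10 µg/mL and 0% = DMSO only wells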
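Material: CHO cell line with stable XBP1 luciferase reporter; buffer or medium: F12 medium containing 10% fetal bovine serum; compound: single point, 20 µM final compound, 1% DMSO; incubation: 6 h treatment, 37 °C; measured by: glow luminescence from Steady-Glo reagent; evaluation: activation, % of tunicamycin; control set: tunicamycin high, DMSO low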
CXCR6 block – CXCR6 (human) receptor inhibition | O00574 | CHO-K1 PathHunter CXCR6 beta-arrestin, luminescence | inhibition, % at 20 µM | hit rate 0.36% among 360,000 | AID 602244; in the data active = inhibition above about 34%, passing the limit was not always enough;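 also: antagonist mode with CXCL16 agonist at 10 nM final; 0% = 10 nM CXCL16 with DMSO and 100% = unstimulated wells without agonist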
697 NFkB inh – inhibitors of the PMA/ionomycin-induced NF-kB reporter in 697 B cells; 697 B-cell NF-kB luciferase reporter, 16 h; inhibition, % at 4 µM; hit rate 0.33% among 330,000; in the data active = inhibition above about 35%
Mdm2-MdmX inh – human Mdm2/MdmX binding inhibition; O15151+Q00987; SaOS-2 split-luciferase Mdm2/MdmX complementation, luminescence; inhibition, % at 8 µM; hit rate 3% among 330,000;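 active = inhibition of at least 50% at 8 µM in the primary screen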
Target sequence (O15151 whole entry, looked up): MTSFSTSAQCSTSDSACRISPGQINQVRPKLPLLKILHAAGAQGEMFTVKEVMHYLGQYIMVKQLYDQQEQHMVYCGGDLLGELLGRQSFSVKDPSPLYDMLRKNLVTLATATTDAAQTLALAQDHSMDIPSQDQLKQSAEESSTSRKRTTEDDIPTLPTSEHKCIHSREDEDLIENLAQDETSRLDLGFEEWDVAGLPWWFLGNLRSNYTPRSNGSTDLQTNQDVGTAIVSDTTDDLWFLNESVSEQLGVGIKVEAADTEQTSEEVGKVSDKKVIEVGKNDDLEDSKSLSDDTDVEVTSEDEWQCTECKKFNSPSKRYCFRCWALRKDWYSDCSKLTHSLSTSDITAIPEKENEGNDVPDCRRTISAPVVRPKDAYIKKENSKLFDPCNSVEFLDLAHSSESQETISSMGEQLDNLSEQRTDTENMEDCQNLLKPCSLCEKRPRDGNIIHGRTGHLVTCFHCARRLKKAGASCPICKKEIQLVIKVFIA
Target sequence (Q00987 whole entry, looked up): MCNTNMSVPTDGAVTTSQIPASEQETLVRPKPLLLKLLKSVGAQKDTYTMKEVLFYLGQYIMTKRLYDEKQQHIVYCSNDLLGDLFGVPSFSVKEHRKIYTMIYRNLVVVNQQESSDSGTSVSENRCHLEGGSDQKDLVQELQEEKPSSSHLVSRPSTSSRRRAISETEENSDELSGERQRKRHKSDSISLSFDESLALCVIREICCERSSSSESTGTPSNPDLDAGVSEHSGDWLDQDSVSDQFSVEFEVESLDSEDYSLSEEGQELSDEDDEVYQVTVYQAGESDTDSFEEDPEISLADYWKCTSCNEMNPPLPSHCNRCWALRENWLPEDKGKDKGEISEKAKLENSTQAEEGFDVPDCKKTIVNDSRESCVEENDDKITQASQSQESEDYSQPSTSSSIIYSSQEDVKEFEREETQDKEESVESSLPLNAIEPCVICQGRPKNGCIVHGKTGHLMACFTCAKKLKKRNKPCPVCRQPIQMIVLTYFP
Active calls of the source: *.

Preview (three entries):
For Nc1ccc(-c2nc3nc(N)nc(N)c3nc2-c2ccc(N)cc2)cc1 the results were Jurkat NFkB inh -2, CHOP UPR activ 0.1, CCR6 antag 5, Gli-Sufu block 4, EBI2 antag 6, UPR XBP1 act -3, CXCR6 block 2, 697 NFkB inh 4 and Mdm2-MdmX inh 12.
For CCc1ccccc1NC(=S)N1N=CCC1c1ccccc1 (stereo unspecified) the results were Jurkat NFkB inh -19, CHOP UPR activ -0.2, CCR6 antag 10, Gli-Sufu block -12, EBI2 antag -6, UPR XBP1 act 0, CXCR6 block 3, 697 NFkB inh 0 and Mdm2-MdmX inh -4.
For Cc1ccccc1N1CCN(c2ncnc3c2cnn3Cc2ccc(Cl)cc2)CC1 the results were Jurkat NFkB inh 28, CHOP UPR activ 0.4, CCR6 antag 20, Gli-Sufu block 14, EBI2 antag 28, UPR XBP1 act -3, CXCR6 block 10, 697 NFkB inh -19 and Mdm2-MdmX inh 48.

This part in full, repeating the preview:
For Nc1ccc(-c2nc3nc(N)nc(N)c3nc2-c2ccc(N)cc2)cc1 the results were Jurkat NFkB inh -2, CHOP UPR activ 0.1, CCR6 antag 5, Gli-Sufu block 4, EBI2 antag 6, UPR XBP1 act -3, CXCR6 block 2, 697 NFkB inh 4 and Mdm2-MdmX inh 12.
For CCc1ccccc1NC(=S)N1N=CCC1c1ccccc1 (stereo unspecified) the results were Jurkat NFkB inh -19, CHOP UPR activ -0.2, CCR6 antag 10, Gli-Sufu block -12, EBI2 antag -6, UPR XBP1 act 0, CXCR6 block 3, 697 NFkB inh 0 and Mdm2-MdmX inh -4.
For Cc1ccccc1N1CCN(c2ncnc3c2cnn3Cc2ccc(Cl)cc2)CC1 the results were Jurkat NFkB inh 28, CHOP UPR activ 0.4, CCR6 antag 20, Gli-Sufu block 14, EBI2 antag 28, UPR XBP1 act -3, CXCR6 block 10, 697 NFkB inh -19 and Mdm2-MdmX inh 48.
Cc1c(C=O)c2ccccc2n1CC(=O)N1CCc2ccccc2C1 was read as Jurkat NFkB inh 10, CHOP UPR activ -1.2, CCR6 antag 9, Gli-Sufu block 1, EBI2 antag -8, UPR XBP1 act -3, CXCR6 block -5, 697 NFkB inh -17 and Mdm2-MdmX inh 18.
COCc1cccc(C2=CC(=O)C[C@H](c3ccc(F)cc3)C2)c1 was read as Jurkat NFkB inh -9, CHOP UPR activ -1.3, CCR6 antag 25, Gli-Sufu block -27, EBI2 antag 12, UPR XBP1 act 0, CXCR6 block -5, 697 NFkB inh -10 and Mdm2-MdmX inh -23.
Screening Cc1cccc(NC(=O)c2sc(-c3ccccc3)nc2-c2ccc([N+](=O)[O-])cc2)c1 returned Jurkat NFkB inh 0, CHOP UPR activ -1.9, CCR6 antag 4, Gli-Sufu block 10, EBI2 antag -5, UPR XBP1 act -1, CXCR6 block 2, 697 NFkB inh 4 and Mdm2-MdmX inh 10.
For COc1ccccc1C(=O)N1CCC(C(=O)c2ccc(F)cc2)CC1 the results were Jurkat NFkB inh 3, CHOP UPR activ 2.0, CCR6 antag -2, Gli-Sufu block 5, EBI2 antag 0, UPR XBP1 act -2, CXCR6 block 1, 697 NFkB inh 8 and Mdm2-MdmX inh 23.
Screening CN(CC(=O)Nc1ccc(F)cc1)C(=O)c1cn(-c2ccccc2)nc1-c1cccs1 returned Jurkat NFkB inh -7, CHOP UPR activ 2.1, CCR6 antag -1, Gli-Sufu block 1, EBI2 antag 2, UPR XBP1 act -2, CXCR6 block -7, 697 NFkB inh 12 and Mdm2-MdmX inh 27.
O=C(N/N=C/c1ccc([N+](=O)[O-])cc1)C(=O)N1CCCC1 was read as Jurkat NFkB inh 4, CHOP UPR activ 2.8, CCR6 antag 2, Gli-Sufu block 3, EBI2 antag 26, UPR XBP1 act -5, CXCR6 block -9, 697 NFkB inh 6 and Mdm2-MdmX inh -4.
`CCOC(=O)N1CCN(C(=O)CSc2nnc(-c3cc(OC)ccc3OC)o2)CC1` gave CCR6 antag -13, Gli-Sufu block 5, EBI2 antag 4 and CXCR6 block 0.
For Cc1nc(SCC(=O)Nc2c(C)n(C)n(-c3ccccc3)c2=O)n[nH]1 the results were Jurkat NFkB inh -13, CHOP UPR activ 1.5, CCR6 antag 10, Gli-Sufu block 2, EBI2 antag -7, UPR XBP1 act 2, CXCR6 block -5, 697 NFkB inh 14 and Mdm2-MdmX inh 4.
For C=CCn1cnnc1SCC(=O)N(C)CC1COc2ccccc2O1 (stereo unspecified) the results were Jurkat NFkB inh 7, CHOP UPR activ -0.6, CCR6 antag 6, Gli-Sufu block -1, EBI2 antag 4, UPR XBP1 act -2, CXCR6 block 0, 697 NFkB inh 6 and Mdm2-MdmX inh 13.
For COc1ccc(NC(=O)[C@@H](NC(N)=O)C(C)C)cc1Cl the results were Jurkat NFkB inh 13, CHOP UPR activ 0.8, CCR6 antag 4, Gli-Sufu block -6, EBI2 antag 1, UPR XBP1 act -6, CXCR6 block -7, 697 NFkB inh 6 and Mdm2-MdmX inh 35.
`Cc1ccc(-c2cc(O)cc3sc(=O)oc23)cc1C` gave Jurkat NFkB inh -1, CHOP UPR activ 0.7, CCR6 antag -8, Gli-Sufu block 9, EBI2 antag -2, UPR XBP1 act 1, CXCR6 block 0, 697 NFkB inh 5 and Mdm2-MdmX inh 14.
Screening C=CC[n+]1c(-c2ccc(Cl)cc2Cl)csc1Nc1ccc(NC(C)=O)cc1 returned Jurkat NFkB inh 3, CHOP UPR activ -1.1, CCR6 antag -2, Gli-Sufu block 47, EBI2 antag 13, UPR XBP1 act 0, CXCR6 block 4, 697 NFkB inh -71 and Mdm2-MdmX inh 47.
CCNS(=O)(=O)c1ccc(CCC(=O)Nc2cc(Cl)ccc2Oc2ccccc2)cc1 was read as Jurkat NFkB inh 3, CHOP UPR activ 12, CCR6 antag 6, Gli-Sufu block 5, EBI2 antag 22, UPR XBP1 act -1, CXCR6 block 6, 697 NFkB inh -16 and Mdm2-MdmX inh 30.
Screening O=C(Cn1c(=O)sc2ccccc21)Nc1ccc(S(=O)(=O)N2CCCC2)cc1 returned Jurkat NFkB inh 1, CHOP UPR activ 1.3, CCR6 antag -8, Gli-Sufu block -1, EBI2 antag 3, UPR XBP1 act 0, CXCR6 block -8, 697 NFkB inh 23 and Mdm2-MdmX inh -26.
For Oc1cccc(Nc2nc(NCC3CCCO3)c3ccccc3n2)c1 (stereo unspecified) the results were Jurkat NFkB inh -6, CHOP UPR activ 1.6, CCR6 antag 13, Gli-Sufu block 38, EBI2 antag -7, UPR XBP1 act 15, CXCR6 block 0, 697 NFkB inh -96 and Mdm2-MdmX inh 38.
Screening Cc1ccc2nc(-c3ccc(NC(=S)NC(=O)C(C)C)cc3)sc2c1 returned Jurkat NFkB inh -103, CHOP UPR activ 3.0, CCR6 antag -3, EBI2 antag 29, UPR XBP1 act -2, CXCR6 block 16, 697 NFkB inh -224 and Mdm2-MdmX inh -75.
Cc1cccc(N2C(=O)C(O)=C(C(=O)c3cccs3)C2c2ccccc2)n1 (stereo unspecified) was read as Jurkat NFkB inh -3, CHOP UPR activ -1.4, CCR6 antag 5, Gli-Sufu block 2, EBI2 antag 5, UPR XBP1 act -3, CXCR6 block 4, 697 NFkB inh 18 and Mdm2-MdmX inh -6.
COc1ccc(OCC(O)CN2CCN(Cc3ccc4c(c3)OCO4)CC2)cc1 (stereo unspecified) was read as Jurkat NFkB inh -3, CHOP UPR activ 0.0, CCR6 antag 4, Gli-Sufu block 14, EBI2 antag 17, UPR XBP1 act -3, CXCR6 block 9, 697 NFkB inh -3 and Mdm2-MdmX inh 4.
For C=CCC1(CC=C)CCCN1C(=O)CC1C(=O)NCCN1Cc1cc(OC)cc(OC)c1 (stereo unspecified) the results were Jurkat NFkB inh 1, CHOP UPR activ -0.2, CCR6 antag 4, Gli-Sufu block -10, EBI2 antag -5, UPR XBP1 act -5, CXCR6 block 1, 697 NFkB inh 11 and Mdm2-MdmX inh 2.
`NC(=O)c1ccccc1OCC(=O)NS(=O)(=O)c1ccc(Cl)cc1` gave Jurkat NFkB inh -13, CHOP UPR activ 1.4, CCR6 antag 4, Gli-Sufu block 0, EBI2 antag -1, UPR XBP1 act 0, CXCR6 block 0, 697 NFkB inh -5 and Mdm2-MdmX inh -8.
For Cc1ccc2[nH]c(=O)c3cc(C(=O)N(CCCOC(C)C)Cc4ccco4)sc3c2c1 the results were Jurkat NFkB inh 0, CHOP UPR activ 0.2, CCR6 antag 16, Gli-Sufu block 9, EBI2 antag 5, UPR XBP1 act 3, CXCR6 block 4, 697 NFkB inh -8 and Mdm2-MdmX inh 69*.
For N#CCCN(C(=O)CSc1ccc2c(c1)OCCO2)c1ccc(F)cc1 the results were Jurkat NFkB inh -1, CHOP UPR activ -1.4, CCR6 antag 5, Gli-Sufu block -1, EBI2 antag -12, UPR XBP1 act -3, CXCR6 block 3, 697 NFkB inh 4 and Mdm2-MdmX inh -4.
For CC1=Nc2ncnn2C(c2ccccc2)/C1=N\O (stereo unspecified) the results were Jurkat NFkB inh 3, CHOP UPR activ -1.9, CCR6 antag 11, Gli-Sufu block 7, EBI2 antag -4, UPR XBP1 act 2, CXCR6 block 0, 697 NFkB inh 12 and Mdm2-MdmX inh 26.
`Cc1cc(C)c(S(=O)(=O)n2c([N+](=O)[O-])cnc2C)cc1C` gave Jurkat NFkB inh 11, CHOP UPR activ -1.3, CCR6 antag -16, Gli-Sufu block -8, EBI2 antag -4, UPR XBP1 act -1, CXCR6 block -6, 697 NFkB inh 23 and Mdm2-MdmX inh 17.
COC(=O)COc1ccc2oc(=O)cc(-c3cc4cccc(OC)c4o3)c2c1 was read as Jurkat NFkB inh 11, CHOP UPR activ 3.7, CCR6 antag -4, Gli-Sufu block 8, EBI2 antag -4, UPR XBP1 act -1, CXCR6 block 8, 697 NFkB inh 18 and Mdm2-MdmX inh -6.
CC1Cc2ccccc2N1C(=O)CSc1nnc(-c2ccc(S(=O)(=O)N3CCCC3)cc2)o1 (stereo unspecified) was read as Jurkat NFkB inh 3, CHOP UPR activ 0.2, CCR6 antag 10, Gli-Sufu block 8, EBI2 antag -4, UPR XBP1 act 1, CXCR6 block -2, 697 NFkB inh 3 and Mdm2-MdmX inh 19.
`COc1ccc(/C(C)=N/OCC(=O)N=Nc2c(O)[nH]c3ccc(Br)cc23)cc1` gave Jurkat NFkB inh -2, CHOP UPR activ -1.7, CCR6 antag 14, Gli-Sufu block 1, EBI2 antag 1, UPR XBP1 act -2, CXCR6 block 5, 697 NFkB inh 2 and Mdm2-MdmX inh 53*.
For c1ccc(C2Nc3cccc4cccc(c34)N2)cc1 the results were Jurkat NFkB inh 5, CHOP UPR activ 1.4, CCR6 antag 12, Gli-Sufu block -6, EBI2 antag -5, UPR XBP1 act 4, CXCR6 block -19, 697 NFkB inh -29 and Mdm2-MdmX inh 29.
For Cc1ccc(S(=O)(=O)N2CCC(C(=O)N3Cc4ccccc4C3)CC2)cc1 the results were Jurkat NFkB inh -4, CHOP UPR activ 2.2, CCR6 antag -1, Gli-Sufu block -22, EBI2 antag 19, UPR XBP1 act -1, CXCR6 block -3, 697 NFkB inh -8 and Mdm2-MdmX inh 0.

Compound activity: PubChem, Sanford-Burnham Center for Chemical Genomics
